Source: PubChem BioAssay
GLS inhibitor – blocks human kidney-isoform glutaminase activity; O94925; GLS enzymatic activity, qHTS titration; Potency, µM (top dose mostly 45.5 µM), for the others: at the highest dose activity change, negative = inhibition, most hits filed as inhibitors; 0.21% of 410,000 active; note: potency is the fitted concentration of half-maximal effect; % is set by controls: 0 for no effect and ±100 for the full control effect
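Coupled fluorescence readout: glutamate oxidase/HRP/Amplex Red detect glutamate formed by hKGA from L-glutamine (1 mM solution added). Buffer 45 mM KH2PO4 pH 8.2, 0.02% Tween-20; reads at t0 and 30 min RT.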
G9a block – G9a (human) methyltransferase inhibition | Q96KQ7 | Potency, µM (highest dose often 102 µM), inactives show top-dose activity, negative = inhibition, hits mostly inhibitors | 8.8% of 350,000 active | G9a H3K9 monomethylation, AlphaScreen, 2 h; note: potency is the fitted concentration of half-maximal effect; % is set by controls: 0 for no effect and ±100 for the full control effect; nearly all actives have a fitted effect of over 75% in size
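Readings reflect AlphaScreen signal from monomethyl-H3K9 antibody detection. HMT at 20 nM; substrate b-H3K9 500 nM; cofactor SAM 20 uM; 2 h RT reaction; compounds tested as titrations in qHTS with 15 min preincubation.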
RGS4 inhibitor – inhibitors of human regulator of G protein signaling 4; P49798; 0.039% of 390,000 active; Transcreener GDP fluorescence polarization, RGS4-accelerated GTP hydrolysis; Potency, µM (top dose mostly 114 µM), for inactives: top-dose activity change, negative = inhibition, actives largely listed as inhibitors; AID 504845; note: potency is the fitted concentration of half-maximal effect; % is set by controls: 0 for no effect and ±100 for the full control effect; nearly all actives have a fitted effect of over 75% in size; some results filed as inactive show a strong effect at the top dose
Target sequence (P49798 whole entry, looked up): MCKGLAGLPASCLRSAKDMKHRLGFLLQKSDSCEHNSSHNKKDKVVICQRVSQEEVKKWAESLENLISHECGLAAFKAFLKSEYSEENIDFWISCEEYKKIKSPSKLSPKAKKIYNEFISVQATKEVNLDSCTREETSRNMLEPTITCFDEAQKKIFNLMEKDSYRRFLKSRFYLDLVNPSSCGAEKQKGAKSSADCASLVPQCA
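MLSMR compounds (23 nl, pin-transferred) preincubated 10 min at room temperature with a 500nM (2x) first reagent, then RGS4 at 900nM (2x) plus Transcreener GDP mix added; fluorescence polarization (620/688 nm) read before and after 90 min at 30 °C.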
BAZ2B block – BAZ2B (human) inhibition | Q9UIF8 | AlphaScreen BAZ2B-H3K14Ac peptide displacement | Potency, µM (titrated, usually from 114 µM), for inactives: at the highest dose activity change, negative = inhibition, hits mostly inhibitors | 4.4% of 360,000 active | AID 504333; note: potency is the fitted concentration of half-maximal effect; % is set by controls: 0 for no effect and ±100 for the full control effect; nearly all actives have a fitted effect of over 60% in size
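Compounds, titrated to a top concentration of 110 uM, were incubated 30 min at room temperature with preformed BAZ2B/acetyl-K14 H3 peptide complex (50 nM each). Proximity signal was measured by AlphaScreen after 20 min with beads.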
JMJD2A Tudor – blocks the human JMJD2A Tudor domain | 4.4% of 390,000 active | AID 504339 | Potency, µM (highest dose often 114 µM), inactives show top-dose activity change, negative = inhibition, actives largely listed as inhibitors | AlphaScreen JMJD2A-Tudor / H3K4me3 peptide binding | O75164; note: potency is the fitted concentration of half-maximal effect; % is set by controls: 0 for no effect and ±100 for the full control effect; nearly all actives have a fitted effect of over 50% in size
ERG-DNA inh – ERG Ets/DNA interaction inhibition | 0.028% of 370,000 active | AID 624246 | P11308 | fluorescence polarization, His-ERG Ets domain / labelled DNA | Potency, µM (titrated, usually from 76.9 µM), for the others: at the top dose FP activity, negative = inhibition, actives largely listed as inhibitors; active = well fitted inhibition curve with a large enough effect in the polarisation, with a control signal flat; inconclusive = small, poorly fitted or top-dose-only effect, or effect the other way, or a change in a side signal; inactive = no such curve, though single readings can be large or run the other way; the % refers to the polarisation;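 note: polarization taken with two DNA probes labelled with fluorescein and Texas red; potency is the fitted concentration of half-maximal effect; % of control where 0% means no effect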
Target sequence (P11308 whole entry, looked up, the tested form may be a part): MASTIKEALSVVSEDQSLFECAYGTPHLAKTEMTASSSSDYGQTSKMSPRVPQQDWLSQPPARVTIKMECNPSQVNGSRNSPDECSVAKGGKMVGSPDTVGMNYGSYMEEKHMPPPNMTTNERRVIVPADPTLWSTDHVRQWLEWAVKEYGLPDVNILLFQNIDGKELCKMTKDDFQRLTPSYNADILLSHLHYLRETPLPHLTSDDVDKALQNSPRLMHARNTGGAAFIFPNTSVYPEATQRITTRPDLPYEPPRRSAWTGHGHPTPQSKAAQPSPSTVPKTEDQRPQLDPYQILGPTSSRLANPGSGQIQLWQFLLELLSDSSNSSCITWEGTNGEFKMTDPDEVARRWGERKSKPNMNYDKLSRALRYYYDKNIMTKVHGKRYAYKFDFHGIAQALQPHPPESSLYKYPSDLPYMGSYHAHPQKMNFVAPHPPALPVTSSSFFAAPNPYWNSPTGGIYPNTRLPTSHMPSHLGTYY
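His-tagged ERG Ets domain (1 uM in the protein solution; 300mM KCl, 50mM Tris-HCl, 1mM EDTA, 1mM DTT, pH 7.5) received compound, then a probe mix of 5 nM fluorescein-DNA and 100nM Texas-615-DNA. Fluorescence polarization was read for both dyes.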
HP1b chromo inh – inhibitors of HP1-beta chromodomain binding to methylated histone tails | AlphaScreen HP1-beta / biotin-H3K9me3 peptide binding | Potency, µM (series often up to 114 µM), inactives show at the highest dose activity change, negative = inhibition, most hits filed as inhibitors | 0.56% of 390,000 active; note: potency is the fitted concentration of half-maximal effect; nearly all actives have a fitted effect of over 70% in size; inactives centre near 23
Target sequence (P83916 whole entry, looked up): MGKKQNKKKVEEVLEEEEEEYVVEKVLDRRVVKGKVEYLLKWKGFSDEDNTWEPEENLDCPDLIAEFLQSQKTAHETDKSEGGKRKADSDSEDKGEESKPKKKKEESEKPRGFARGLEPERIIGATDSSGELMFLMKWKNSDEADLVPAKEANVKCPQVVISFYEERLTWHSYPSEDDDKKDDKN
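Compound inhibition of the preformed complex between 50 nM HP1-beta and 50 nM biotinylated H3K9me3 peptide was read by AlphaScreen. Buffer was PBS pH 7.4 with 0.01% Tween-20. Incubations ran 30 min at room temperature, with 10 ug/mL donor/acceptor beads.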
ALOX12 inh – ALOX12 (human) lipoxygenase inhibition. purified 12hLO, xylenol orange hydroperoxide absorbance. 1.1% of 580,000 active. Potency, µM (series often up to 108 µM), for the others: top-dose activity change, negative = inhibition, usual class: inhibitors. P18054. AID 1671190; note: potency is the fitted concentration of half-maximal effect; % is set by controls: 0 for no effect and ±100 for the full control effect
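Purified human 12hLO at 150 nM in 25 mM Hepes, 0.01% Triton X-100, pH 7.0, preincubated 15 min at room temperature with compound. Reaction started with 40 uM arachidonic acid, 30 min at room temperature. Hydroperoxide measured by Fe-xylenol orange, 573/405 nm absorbance ratio.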
PI4K2A inh – PI4K2A (human) kinase inhibition; Q9BTU6; purified PI4K2A, ADP-Glo luminescence, 1 h; active compounds read low; activity change, negative = inhibition, % at 76.9 µM; 0.13% of 420,000 active; AID 1346378; in the data active = activity change below about -50%; inconclusive = mostly about -30% to -49%;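 note: -100% = wells without enzyme as full effect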
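ADP-Glo luminescence measured ADP generated by PI4K2A enzyme (4 ug/mL before mixing) with 1.2 mM PI substrate (pre-mix) and 300 microM ATP (pre-mix). Tris pH7.5 buffer with MgCl2, Triton X-100; 1 h reaction at ambient temperature.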
* marks the source's active call; other numbers are inactive results; ? = inconclusive; . = no result given; & = joins results of further samples; [ ] = dose if it differs, or a comment. Unless noted, calls come from the whole dose curve; as a rule, active = well fitted curve in the direction sought with a large enough effect; inconclusive = small, poorly fitted or top-dose-only effect, or another doubt; inactive = no such curve, though single readings can be large; an effect the other way counts as inactive or inconclusive.

SMILES	GLS inhibitor	G9a block	RGS4 inhibitor	BAZ2B block	JMJD2A Tudor	ERG-DNA inh	HP1b chromo inh	ALOX12 inh	PI4K2A inh
COc1ccc(C2CC(C(F)(F)F)n3ncc(C(=O)O)c3N2)cc1OC (configuration not stated)	4%	-10%	13%	11%	-25%	-4%	17%	-3%	-5
CCCCCCNS(=O)(=O)c1ccccc1Br	-4%	?	-5%&-6%	20%	48%&18%[activator]	-6%	112%&88%[activator]	-2%	-2
NC(=O)N/N=C/c1coc2ccc3ccccc3c2c1=O	6%	-26%	18%	-4%	1%	12%	6%	0%	1
Nc1scc2c(C(=O)N/N=C/c3ccc(Cl)cc3)nn(-c3ccccc3)c(=O)c12	-7%	?	?	?	45µM*	21%	-24%	6.3µM*	?
Cc1ccc(NC(=O)CS(=O)CC(=O)NC2CCN(Cc3ccccc3)CC2)c(C)c1 (configuration not stated)	-1%	17%[59 µM]	-30%	18%	3%	-11%	51%[activator]	0%	1
Cc1cc(C)n(CCO)c(=O)n1	-3%	-7%[59 µM]	4%	?	?	-9%	15%	?	4
CC(=O)Nc1ccc(NC(=O)COc2cc(O)c3c(c2)OC(C)(C)CC3=O)cc1	5%	-2%[12.7 µM]	9%	-28%	-18%	1%	-5%	5%	-1
COCc1cc(=O)n2[nH]c(-c3cccc(Br)c3)cc2n1	12%	-22%[12.7 µM]	-37%	-5%	-18%	-7%	19%	-5%	-2
CCOCCc1nnc(NC(=O)c2cccc(F)c2)s1	47%[activator]	-3%	-3%[11.4 µM]	-4%	-28%[11.4 µM]	-3%	6%	?	-4
Cc1sc2ncn(CC(=O)NCC(=O)N3CCN(c4ccccc4F)CC3)c(=O)c2c1C	7%	7%[59 µM]	3%	-4%	2%	1%	33%	0%	-24
COc1ccc(/C=N/Nc2cc(OC)ncn2)cc1	21%	16%	10%	-5%	-2%	-5%	10%	-17%	?
CCc1ccc(N(C(=O)c2ccoc2C)C(C(=O)NC2CCCC2)c2ccc(OC)cc2)cc1 (configuration not stated)	18%	31%	24%	-4%[57.1 µM]	-24%	.	-2%	-24%	1
COc1ccc(C(=O)Nc2nc3ccccc3s2)cc1OC	2%	.	6%	3%	-15%	-8%	34%	-12%	-4
COc1ccc(CCNS(=O)(=O)c2c(N)n(C)c(=O)n(C)c2=O)cc1OC	13%	6%	16%	4%	-9%	-7%	36%	-1%	-2
CCN(CC)CCCNc1ncnc2c1cnn2-c1ccc(C)c(C)c1	6%	-6%[59 µM]	4%	0%	-6%	-3%	24%	-29%	-2
COc1cccc(C(=O)Cn2c(=O)n(CC3CCCO3)c(=O)c3ccccc32)c1 (configuration not stated)	1%	7%[12.7 µM]	-13%	2%	-6%	3%	29%	89%[activator]	-7
CO/N=C/c1cn(-c2ccc(Cl)cc2)nn1	4%	12%	-15%	2%	-12%	1%	38%[activator]	-7%	5
OC(c1ccccc1)C(NCCNCc1ccccc1)c1ccccc1 (configuration not stated)	1%	.	2%	.	-23%	10%	11%[57 µM]	-23%	-1
Oc1ccccc1Nc1ncnc2c1oc1ccccc12	-5%	?	-36%	-33%	-9%	-7%	26%	?	-4
CCc1c(C)sc2c1CCN(Cc1cccc(OC)c1)C2c1ccccc1 (configuration not stated)	-2%	-4%[12.7 µM]	-11%	-36%	-33%	1%	-6%	1%	2
O=C(CCn1c(=O)oc2ccccc21)N1CCN(c2ccccc2F)CC1	1%	4%[12.7 µM]	-5%	-9%	-3%	-6%	29%	-1%	-1
CC(=O)Nc1ccc(Nc2nc3ccccc3nc2NS(=O)(=O)c2ccccc2)cc1	18%	?	19%	-22%	-19%	1%	16%	?	1
CCOC(=O)c1sc(N/N=C/c2cccc(C)c2)nc1C	1%	23%[2.33 µM]	6%	7%	4%	3%	50%[activator]	-13%	2
O=C(CCN1c2ccccc2Sc2ccccc21)Oc1ccccc1	27%	31%[59 µM]	15%	-1%	9%	1%	27%	0%	-2
COc1ccc(-c2cc(C(=O)N/N=C(\C)c3cccnc3)c3cc(C)ccc3n2)cc1OC	-2%	54%[activator]	15%	-3%	-3%	4%	56%[activator]	496%[activator]	0
Cc1cc(C)cc(-n2c(SC(C)C(=O)NCc3ccc4c(c3)OCO4)nc3ccccc3c2=O)c1 (configuration not stated)	0%	-23%	-29%	-4%	-4%	9%	26%	-16%	2
CCc1sc(C(=O)NC2CCN(C)CC2)cc1Br	-8%	0%[12.7 µM]	-16%	42%[activator]	8%	-2%	19%	-4%	-4
COC(=O)c1cn(-c2ccccc2)nc1-c1ccc(OC)cc1	17%	105%[activator]	19%	49%[activator]	38%[activator]	4%	78%[activator]	-6%	-1
COc1ccc(CN2CCNC(=O)C2CC(=O)NC2CCCCC2)c(OC)c1 (configuration not stated)	10%	.	-9%	-12%	-11%	0%	21%	0%	2
Cc1cc(C)cc(NC(=O)C(OC(=O)c2ccc(NC(=O)CC#N)cc2)c2ccccc2)c1 (configuration not stated)	2%	22%[2.33 µM]	-20%	-3%	-16%	7%	8%	9%	-3
COc1ccc(-c2ccc(/C=N/NC(=O)c3cccnc3)o2)c([N+](=O)[O-])c1	0%	7%[59 µM]	-16%	-5%	?	1%	28%	-3%	-2
O=C(CN1C(=O)CSc2ccc(S(=O)(=O)N3CCCC3)cc21)NCc1ccc(Cl)cc1	-6%	4%[59 µM]	9%	-15%	-17%	4%	13%	0%	0
CC(=O)c1sc2nc(SCC(=O)N3CCCCC3)[nH]c(=O)c2c1C	-3%	6%[12.7 µM]	?	?	-24%	21%	16%	-6%	-11
Cc1ccc2c(c1)c(=O)c1ccccc1n2CCCC(=O)Nc1ccc(Cl)cc1C	-8%	5%[59 µM]	-3%	5%	1%	5%	35%	-7%	6
NS(=O)(=O)c1cccc(NC(=O)COC(=O)Cn2cnc3ccccc32)c1	6%	3%[12.7 µM]	2%[56.9 µM]	1%	-6%	-16%	65%[activator]	0%	5
CCOc1ccccc1NC(=O)c1cc(-c2ccncc2)nc2c(Cl)cccc12	-9%	?	-21%	?	-28%	4%	7%	8%	-5
COc1ccc(NC(=O)c2ccco2)cc1N	?	?	-26%	?	-33%	-3%	12%	0%	-7
COc1cccc(N2CCN(S(=O)(=O)c3cc(-c4cc(C)no4)ccc3C)CC2)c1	7%	-36%[59 µM]	-24%	-10%	-16%	3%	11%	-15%	-1
O=C(O)Cc1sc(Nc2cccc3ccccc23)nc1-c1ccccc1	9%	-42%[12.7 µM]	-12%	?	?	-13%	-17%	?	-2
CCCN(CC(=O)Nc1ccccc1OC)C(=O)c1ccc(=O)[nH]c1	4%	2%	12%	4%	-5%	5%	10%	-17%	-1

ALOX12 inh: what is marked active above.
SMILES	GLS inhibitor	G9a block	RGS4 inhibitor	BAZ2B block	JMJD2A Tudor	ERG-DNA inh	HP1b chromo inh	ALOX12 inh	PI4K2A inh
Nc1scc2c(C(=O)N/N=C/c3ccc(Cl)cc3)nn(-c3ccccc3)c(=O)c12	-7%	?	?	?	45µM*	21%	-24%	6.3µM*	?

(continued)
SMILES	GLS inhibitor	G9a block	RGS4 inhibitor	BAZ2B block	JMJD2A Tudor	ERG-DNA inh	HP1b chromo inh	ALOX12 inh	PI4K2A inh
Cn1cccc1/C=C1\Cc2ccccc2C1=O	-11%	-8%[59 µM]	18%	-26%	-10%	5%	21%	0%	-19
Cc1oc(-c2ccccc2F)nc1CS(=O)(=O)CC(=O)NCc1ccco1	-3%	-16%[59 µM]	-26%	-4%	-28%	-7%	32%	?	-2
COC(=O)CCC(=O)N(CCN(C(=O)CCC(=O)OC)c1ccccc1)c1ccccc1	2%	-7%	-15%	.	-19%	17%	-2%	2%	4
COc1ccc(N(C(=O)c2snc(C(N)=O)c2N)C(C(=O)NCC2CCCO2)c2ccc3ncccc3c2)cc1OC (configuration not stated)	1%	7%	-5%	-6%	-16%	?	39%[activator]	0%	1
O=C(CSc1nnc2ccccn12)NNC(=O)c1cccc([N+](=O)[O-])c1	9%	18%[12.7 µM]	7%	-7%	-11%	-5%	38%[activator]	9%	-6
O=C(CCC1N=C2c3ccccc3N=C(SCC(=O)Nc3cccc(Cl)c3)N2C1=O)NCc1ccco1 (configuration not stated)	6%	-5%[59 µM]	1%	-25%	-18%	9%	6%	2%	2
O=C(NCc1cc(C(F)(F)F)ccc1F)C1CCC(=O)N(C2CC2)C1 (configuration not stated)	0%	.	11%	2%	-2%	1%	27%	0%	-3
CC(/C=N/NC(=O)c1nnn(-c2nonc2N)c1CN(C)C)=C\c1ccco1	8%	79µM*	?	-33%	-24%	-5%	-10%	-21%	-11
Cc1c(O)cccc1C(=O)N[C@@H](CSc1ccccc1)[C@H](O)CN1C[C@H]2CCCC[C@H]2C[C@H]1C(=O)NC(C)(C)C	-10%&-2%&-23%	3%[12.7 µM]	-10%&15%	?	-9%&-21%	-10%&17%	40%&6%[activator]	?	5&-2&1
COc1ccc(/C=C2\SC(=S)N(CC(=O)N(C)C3CCS(=O)(=O)C3)C2=O)cc1 (configuration not stated)	3%	-9%	-32%[56.9 µM]	-29%	?	0%	23%	-17%	3
O=C(NNC(=O)c1cc(-c2ccc(Cl)cc2)nc2ccccc12)c1csc(N2CCOCC2)n1	10%	10%	4%	6%	-14%	8%	31%	-1%	-2

A portion of the library (hit frequency here may not be typical).
